# EPAC2 agonist = EPAC2 (human) agonism | Q8WZA2 | EPAC2 activation, biochemical qHTS; response scale: 100% = 6.5 mM cAMP response | Potency, µM (highest dose often 154 µM), for the others: at the highest dose activation, usual class: activators | 360,000 tested, 0.079% active | AID 720711; note: potency is the fitted concentration of half-maximal effect; nearly all actives have a fitted effect of over 50% in size
# Target sequence (Q8WZA2 whole entry, looked up): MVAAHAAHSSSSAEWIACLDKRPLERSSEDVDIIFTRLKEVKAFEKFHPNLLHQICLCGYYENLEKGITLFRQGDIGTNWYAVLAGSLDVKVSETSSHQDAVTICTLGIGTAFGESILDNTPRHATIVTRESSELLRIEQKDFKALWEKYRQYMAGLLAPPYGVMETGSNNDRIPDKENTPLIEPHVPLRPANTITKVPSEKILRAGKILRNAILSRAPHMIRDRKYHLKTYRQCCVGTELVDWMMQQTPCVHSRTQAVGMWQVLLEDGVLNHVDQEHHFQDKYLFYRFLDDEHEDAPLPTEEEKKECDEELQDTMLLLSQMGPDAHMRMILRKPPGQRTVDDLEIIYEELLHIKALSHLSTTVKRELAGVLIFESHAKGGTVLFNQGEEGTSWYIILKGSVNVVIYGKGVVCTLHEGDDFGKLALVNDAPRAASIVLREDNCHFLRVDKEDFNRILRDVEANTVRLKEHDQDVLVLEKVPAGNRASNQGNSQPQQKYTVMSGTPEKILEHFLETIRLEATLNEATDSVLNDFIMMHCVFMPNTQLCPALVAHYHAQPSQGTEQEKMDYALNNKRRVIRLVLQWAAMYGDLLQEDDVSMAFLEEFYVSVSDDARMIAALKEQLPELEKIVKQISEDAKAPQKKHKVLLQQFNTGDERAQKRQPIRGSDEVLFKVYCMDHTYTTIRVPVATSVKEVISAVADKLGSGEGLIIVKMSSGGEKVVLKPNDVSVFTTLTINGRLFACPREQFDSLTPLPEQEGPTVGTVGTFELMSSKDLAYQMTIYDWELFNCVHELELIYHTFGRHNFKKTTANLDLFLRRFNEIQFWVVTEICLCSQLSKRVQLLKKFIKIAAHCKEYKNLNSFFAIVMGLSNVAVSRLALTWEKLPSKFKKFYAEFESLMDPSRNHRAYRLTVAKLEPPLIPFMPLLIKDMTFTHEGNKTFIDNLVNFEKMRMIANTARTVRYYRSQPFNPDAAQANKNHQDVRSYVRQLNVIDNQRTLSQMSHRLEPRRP
#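 qHTS, titration series. 100 nM EPAC2 / 250 nM Rap1B-BODIPY-GDP / 50 uM GDP; RT; ex 480/em 540 nm, 5-min reads to 30 min. Norm. to 6.5 mM cAMP = activation.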
# D3 antag = D3 dopamine receptor (human) antagonism; D3R cells, DiscoveRx beta-arrestin luminescence, antagonist mode; active compounds read low; max response, negative = inhibition, %; 360,000 tested, 2.5% active; AID 652054; in the data active = max response below about -50%; inconclusive = no clear call, values can overlap the other calls; note: % is set by controls: 0 for no effect and ±100 for the full control effect; mostly tested at two doses, the higher about 12 µM
#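 Cells plated overnight at 1500 cells/well, then exposed to library compounds with dopamine controls for 90 minutes at 37 degrees C. DiscoveRx reagent added for 30–60 minutes at room temperature; luminescence read, quantitative HTS format.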
# EPAC2 antagonist = blocks human EPAC2 exchange factor | EPAC2 GEF exchange of Rap1B-BODIPY-GDP, fluorescence | Potency, µM (series often up to 114 µM), without a hit: top-dose activity, negative = inhibition, hits mostly inhibitors | 360,000 tested, 0.18% active | AID 720708; note: potency is the fitted concentration of half-maximal effect; % is set by controls: 0 for no effect and ±100 for the full control effect; nearly all actives have a fitted effect of over 45% in size; many of its hits are not listed in these tables
# FUS yeast rescue = suppressors of FUS proteinopathy in yeast; 390,000 tested, 0.24% active; Potency, µM (doses to about 76.6 µM), inactives show at the highest dose growth rescue (activation), usual class: activators; S. cerevisiae FUS-expressing, growth rescue, OD600, 24 h;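 note: potency is the fitted concentration of half-maximal effect; plate controls were DMSO vehicle for no effect and reference control for full effect; nearly all actives have a fitted effect of over 55% in size; some results filed as inactive show a strong effect at the top dose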
#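 Cultures pregrown in 2.5% raffinose medium are shifted to minimal medium containing 2% galactose to express toxic FUS. Compounds are tested at several concentrations. After 24hr at 30C, growth is quantified at 600 nm absorbance.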
# Abeta rescue = compounds reversing amyloid beta toxicity in yeast. 410,000 tested, 0.063% active. yeast expressing A-beta42, growth rescue, OD600, 48 h; response scale: 0% DMSO, 100% iron-clioquinol control. Potency, µM (doses to about 46.1 µM), without a hit: top-dose growth rescue, usual class: activators; note: potency is the fitted concentration of half-maximal effect; nearly all actives have a fitted effect of over 55% in size
#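 Growth rescue measured by 600 nm absorbance after 48 h yeast culture at 30 C with compound. Values normalized between DMSO and an equimolar ferric chloride plus clioquinol control.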
# TDP-43 yeast inh = TDP-43 toxicity inhibition in yeast. TDP-43 expressing yeast growth rescue, BacTiter-Glo, 24 h. Potency, µM (titrated, usually from 46.1 µM), inactives show at the top dose growth rescue (activation), most hits filed as activators. 410,000 tested, 1.8% active; note: potency is the fitted concentration of half-maximal effect; % of control where 0% means no effect; nearly all actives have a fitted effect of over 50% in size
#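 In this qHTS, compounds that restore growth of yeast expressing TDP-43 appear as activators. Cells (OD600=0.02, galactose medium, raffinose-pregrown) are incubated with compound 24 hr at 30 deg C and growth is quantified by BacTiter-Glo.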
# aSyn rescue = alpha-synuclein toxicity inhibition in yeast | Potency, µM (doses to about 46.1 µM), without a hit: at the top dose growth rescue (activation), most hits filed as activators | 370,000 tested, 0.14% active | Yeast expressing alpha-synuclein, growth rescue, BacTiter-Glo, 24 h; note: potency is the fitted concentration of half-maximal effect; % of control where 0% means no effect; nearly all actives have a fitted effect of over 65% in size
#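 Readout is rescue of growth in alpha-synuclein-expressing yeast, so inhibitors of toxicity appear as activators. Growth after 24 hr at 30 deg C in galactose medium is quantified by luminescence.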
# DRD3 agonist = D3 dopamine receptor (human) agonism; P35462; D3R DiscoveRx beta-arrestin cells, luminescence, 90 min; max activation, %; 410,000 tested, 0.58% active; AID 652048; in the data active = max activation above about 30%; note: 0% is about no effect; mostly tested at two doses, the higher about 12 µM
#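 Cells at 1500/well, incubated overnight, then treated with pinned compounds (dopamine as control) for 90 min at 37 degrees C. DiscoveRx reagent added for 30 - 60 minutes at room temperature; luminescence read.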
# * marks the source's active call; other numbers are inactive results; ? = inconclusive; . = no result given; [ ] = dose if it differs, or a comment. Unless noted, calls come from the whole dose curve; as a rule, active = well fitted curve in the direction sought with a large enough effect; inconclusive = small, poorly fitted or top-dose-only effect, or another doubt; inactive = no such curve, though single readings can be large; an effect the other way counts as inactive or inconclusive. Only part of the results is shown, so the mix of outcomes need not match the whole.
# The line under a structure holds: EPAC2 agonist | D3 antag | EPAC2 antagonist | FUS yeast rescue | Abeta rescue | TDP-43 yeast inh | aSyn rescue | DRD3 agonist
1	COc1ccc(C2=NOC(C(=O)NC(C)C)C2)cc1 (stereo not given)
    9% | -26 | -2% | 8% | 1% | 0% | -3% | -1
2	CCOC(=O)c1ccc(NC(=O)c2nn(C)c3c2COc2ccccc2-3)cc1
    . | . | . | 4% | -6% | 12% | . | 1
3	Cc1ccc(-c2nnc(Nc3ccc(Cl)c(Cl)c3)c3ccccc23)cc1S(=O)(=O)NCCO
    . | . | . | 9% | -6% | 3% | . | -17
4	CCOC(=O)C1C2C=CC3(CN(C4CCCC4)C(=O)C13)O2 (stereo not given)
    4% | -11 | 0% | -3% | -1% | -12% | 0% | -10
5	COc1ccc(NC(=O)CCNS(=O)(=O)c2ccc3c(c2)CCCC(=O)N3)cc1
    . | . | . | -18% | -13% | 5% | 1% | 6
6	COC(=O)c1sc(N2CCN(Cc3ccccc3)CC2)nc1N
    6% | -9 | -6% | 17% | 3% | -7% | 1% | -7
7	COc1ccc(CNC(=O)c2ccc(NC(=O)N3CCSc4ncccc43)cc2)cc1
    . | . | . | -2% | -2% | 22% | . | -1
8	Cc1nnc(NC(=O)CSc2nc3c([nH]c4ccccc43)c(=O)n2-c2ccc(Cl)cc2)s1
    . | . | . | -14% | -6% | 22% | 2% | 1
9	COc1ccc(S(=O)(=O)Nc2ccc(-c3ccc4nncn4n3)cc2)c(OC)c1
    1% | 31 | 10% | 27% | -3% | -41%[inhibitor] | -2% | 0
10	Cc1ccc(-c2cc(C(=O)N3CCN(c4ccccc4O)CC3)c3ccccc3n2)cc1
    12% | 6 | -3% | 17% | 5% | 21% | -5% | 15
11	CC(C)C[C@@H]1NC(=O)[C@H](Cc2ccccc2)N(C)C(=O)[C@H](C)NC(=O)c2ccccc2NC(=O)[C@H](Cc2ccc(O)cc2)N(C)C1=O
    5% | 49 | -4% | ? | -15% | -4% | 13% | -2
12	Cc1sc2c(c1C)c(=O)n(-c1cccc(C(F)(F)F)c1)c(=O)n2CC(=O)NCc1ccco1
    -4% | 19 | 3% | 24% | -5% | 2% | -3% | 1
13	O=S(=O)(Nc1ccccc1O)c1ccc(-c2ccccc2)cc1
    14% | 11 | ? | 24% | ? | 6% | ? | 1
14	O=S(=O)(c1cccc2cccnc12)N1CCc2ccccc21
    -31%[inhibitor][15.6 µM] | -15 | -7% | -12% | 18% | 6% | -8% | 8
15	Cc1cc([N+](=O)[O-])nn1CCCC(=O)NC(C)c1ccccc1 (stereo not given)
    4% | 50 | -1% | 22% | -7% | 14% | 2% | 7
16	CC(C)n1nnnc1C1c2ccccc2C(=O)N1CCc1c[nH]c2ccccc12 (stereo not given)
    8% | 6 | -12% | 2% | 3% | 25% | 10% | 4
17	CC1(NC(=O)CC(c2ccccc2)(c2ccccc2)c2ccccc2)CCN(Cc2ccc(-c3ccccc3)cc2)C1=O (stereo not given)
    6% | -16 | -1% | ? | -6% | -11% | 1% | 0
18	CC(=O)c1cc2c(cc1NC(=O)Cn1nc(-c3ccc(C)cc3)ccc1=O)OCO2
    6% | -1 | -5% | 13% | 9% | 2% | 9% | -9
19	COc1ccc(CCNC(=O)c2ccc3c(c2)NC(=O)C(C(C)C)N3)cc1OC (stereo not given)
    7% | -6 | 2% | 20% | -5% | -7% | 1% | 1
20	CC(C)c1ccc(NC(=O)CCNS(=O)(=O)c2ccc3[nH]c(=O)oc3c2)cc1
    2% | -29 | 3% | 11% | -1% | 6% | -9% | -6
21	CC1=C(c2ccc(Cl)cc2)S(=O)(=O)NC1=NCCCN1CCN(c2cc(C)ccc2C)CC1
    . | . | . | 37% | 18% | 0% | . | -37
22	CCCc1cc(=O)[nH]c(SCC(=O)c2ccc3c(c2)NC(=O)CO3)n1
    13% | -17 | 6% | 22% | 1% | 0% | 3% | -13
23	COc1ccccc1-c1cnn2c(N3CCOCC3)cc(C)nc12
    4% | -16 | 1% | -6% | 10% | 19% | 7% | 7
24	COc1ccc(NC(=O)Cn2cnc3ccc(S(=O)(=O)N4CCC(C)CC4)cc3c2=O)cc1Cl
    . | . | . | 14% | -19% | 0% | . | -15
25	Cc1cc(C)n(C(=O)c2ccc(C)c(F)c2F)n1
    -4% | 12 | 10% | 5% | 12% | 21% | 1% | 3
26	CC1(C)CC(=O)C=C(NCc2ccncc2)C1
    6% | 11 | 1% | 13% | -7% | -16% | 5% | 10
27	CC1CCc2cc(F)ccc2N1C(=O)CSc1nnc2c3ccccc3n(C)c2n1 (stereo not given)
    0% | -15 | -2% | -4% | 7% | -16% | -2% | -5
28	O=C(N1CCN(c2ccccc2)CC1)C(F)(F)C(F)F
    4% | -7 | 6% | -2% | 0% | -12% | 1% | -13
29	Fc1cccc(F)c1-c1nc2c(s1)CCc1onc(-c3ccc(Br)cc3)c1-2
    9% | 3 | 9% | -15% | -10% | 21% | -5% | -11
30	COc1cccc(-n2c(SCC(N)=O)nnc2-c2c[nH]c3ccccc23)c1
    -2% | 18 | -11% | -11% | 1% | 12% | 1% | 0
31	CNC(=S)/N=C(/Nc1ccccc1)c1ccccc1
    -4% | 1 | -5% | -12% | ? | 23% | -19% | 3
32	COc1cccc(C(=O)NC2CC3CCCC(C2)N3CC(=O)Nc2ccc(N(C)C)cc2)c1 (stereo not given)
    4% | 8 | -2% | 0% | 7% | -1% | 0% | -2
33	CC(=O)Nc1c(C#N)c(C(C)(C)C)cn1C
    7% | -24 | 11% | -14% | -6% | 0% | 0% | 1
34	Cc1cc(C)nc(NC(=O)NC(=O)c2ccccc2)n1
    -4% | 20 | 6% | -1% | 15% | 3% | 10% | 2
35	Fc1cccc(Cl)c1CSc1nnc2ccccn12
    -13% | 2 | -2% | 15% | -13% | 4% | 1% | 3
36	Cc1ccsc1C(=O)OCC(=O)N(Cc1ccccc1)C(C)C
    12% | 0 | 2% | 9% | 14% | 2% | 0% | 1
37	COCCCNC(=S)N1CCN(c2nc3ccccc3s2)CC1
    -4% | -5 | -1% | 23% | 7% | ? | 2% | -7
38	Cc1ccccc1NC(=O)CN1C(=O)S/C(=C/c2cccnc2)C1=O
    -13% | 16 | -7% | 7% | -5% | -6% | 3% | -3
39	Cc1ccccc1S(=O)(=O)NC(=O)C1(C)CCN1C(=O)Cc1cc(F)ccc1F (stereo not given)
    7% | -5 | -2% | -24% | -2% | 27% | -3% | 1
40	CCn1c(SCC(=O)Nc2nncs2)nnc1C(C)NC(=O)c1ccccc1Br (stereo not given)
    17% | -17 | 3% | 4% | -18% | -12% | -1% | -4

# 5 entries from above, with tabs:
no.	Structure	EPAC2 agonist	D3 antag	EPAC2 antagonist	FUS yeast rescue	Abeta rescue	TDP-43 yeast inh	aSyn rescue	DRD3 agonist
33	CC(=O)Nc1c(C#N)c(C(C)(C)C)cn1C	7%	-24	11%	-14%	-6%	0%	0%	1
27	CC1CCc2cc(F)ccc2N1C(=O)CSc1nnc2c3ccccc3n(C)c2n1 (stereo not given)	0%	-15	-2%	-4%	7%	-16%	-2%	-5
21	CC1=C(c2ccc(Cl)cc2)S(=O)(=O)NC1=NCCCN1CCN(c2cc(C)ccc2C)CC1	.	.	.	37%	18%	0%	.	-37
28	O=C(N1CCN(c2ccccc2)CC1)C(F)(F)C(F)F	4%	-7	6%	-2%	0%	-12%	1%	-13
25	Cc1cc(C)n(C(=O)c2ccc(C)c(F)c2F)n1	-4%	12	10%	5%	12%	21%	1%	3

# The list goes on.
# The line under a structure holds: EPAC2 agonist | D3 antag | EPAC2 antagonist | FUS yeast rescue | Abeta rescue | TDP-43 yeast inh | aSyn rescue | DRD3 agonist
41	CN(CC(=O)NC1CCCCC1)S(=O)(=O)c1ccc2c(c1)c(=O)n(C)c(=O)n2C
    -1% | 5 | 1% | 10% | -7% | -3% | 0% | 19
42	COC(=O)N1CCCCC1c1cc(C(=O)Nc2cccc3c2CCCC3)no1 (stereo not given)
    12% | -1 | 3% | 21% | ? | 16% | 1% | 12
43	CC(=O)Nc1ccc(N2C(=O)CC(N3CCSCC3)C2=O)cc1 (stereo not given)
    10% | -17 | 8% | -8% | -7% | 15% | 14% | 2
44	COc1ccc(C2(CNC(=O)c3ccccc3)CCOCC2)cc1
    3% | 3 | 5% | -5% | 9% | 6% | 9% | 13
45	CSc1nncc(/C(C)=N/O)n1
    4% | -14 | -1% | . | 8% | 13% | 0% | 17
46	COc1cc(C(c2c(C)n(C)n(-c3ccccc3)c2=O)c2c(C)n(C)n(-c3ccccc3)c2=O)cc(Br)c1O
    4% | 1 | -5% | ? | 19% | 16% | 5% | 2

# Some of these compounds in order of molecular weight, low to high:
# The line under a structure holds: EPAC2 agonist | D3 antag | EPAC2 antagonist | FUS yeast rescue | Abeta rescue | TDP-43 yeast inh | aSyn rescue | DRD3 agonist
45	CSc1nncc(/C(C)=N/O)n1
    4% | -14 | -1% | . | 8% | 13% | 0% | 17
41	CN(CC(=O)NC1CCCCC1)S(=O)(=O)c1ccc2c(c1)c(=O)n(C)c(=O)n2C
    -1% | 5 | 1% | 10% | -7% | -3% | 0% | 19
46	COc1cc(C(c2c(C)n(C)n(-c3ccccc3)c2=O)c2c(C)n(C)n(-c3ccccc3)c2=O)cc(Br)c1O
    4% | 1 | -5% | ? | 19% | 16% | 5% | 2

# Screens (PubChem)
